TPT1 inhibitor – Candida albicans TPT1 enzyme inhibitors, primary screen, biochemical, fluorescence polarization | tRNA 2'-phosphotransferase TPT1 (Candida albicans SC5314) | recombinant caTPT1, FP RNA substrate dephosphorylation | inhibition, % at 5 µM | 0.81% of 300,000 active;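 active means inhibition above the mean of all tested compounds plus 3 SD, set per screening campaign, cut at about 24% in these data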;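 further: plate controls were DMSO alone for no effect and ferristatin control at 100 nM for full effect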
Bcl-xL primary – inhibitors of human Bcl-xL, primary screen, biochemical, fluorescence polarization, HTS; GST-Bcl-xL / FITC-Bim BH3 peptide fluorescence polarization; 0.7% of 320,000 active; AID 2129, 2009; inhibition, % at 10.9 µM; Bcl-2-like protein 1 (Homo sapiens), Q07817;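 active means inhibition above the mean of all tested compounds plus 3 SD, cutoff set per campaign, cut at about 30% in these data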;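 further: 0% = DMSO wells and 100% = unlabeled Bim-BH3 peptide competitor; inhibitors lower millipolarization by displacing the labeled peptide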
Target sequence (Q07817 whole entry, looked up): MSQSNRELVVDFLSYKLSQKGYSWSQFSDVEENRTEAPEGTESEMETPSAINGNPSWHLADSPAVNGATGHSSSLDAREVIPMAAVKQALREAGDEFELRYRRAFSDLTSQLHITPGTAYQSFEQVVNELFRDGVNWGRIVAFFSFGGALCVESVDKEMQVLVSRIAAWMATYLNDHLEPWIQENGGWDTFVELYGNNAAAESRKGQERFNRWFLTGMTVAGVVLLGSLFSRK
Fam108B counter – mouse Fam108B serine hydrolase inhibitors, primary screen, counter-screen for RBBP9 inhibitor project, biochemical, fluorescence polarization | 0.33% of 300,000 active | AID 1947, 2009 | inhibition, % at 9.51 µM | recombinant Fam108B, FP-Rh probe fluorescence polarization;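 active means inhibition above the screen mean inhibition plus 3 SD, computed separately per campaign, cut at about 18% in these data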;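 further: inhibitors lower polarization as less probe binds the enzyme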
GLD-1 RNA inh – GLD-1/TGE RNA complex disruptors, primary screen, biochemical, fluorescence polarization. purified GLD-1 + fluorescein TGE RNA. inhibition, % at 5.96 µM. AID 2280, 2010. Female germline-specific tumor suppressor gld-1 (Caenorhabditis elegans), Q17339. 0.44% of 320,000 active;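 active means percent inhibition above a per-plate cutoff, the plate mean of test compounds plus 3 SD, cut at about 30% in these data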;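 further: 0% = DMSO wells with GLD-1 and probe and 100% = wells lacking GLD-1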
Target sequence (Q17339 whole entry, looked up): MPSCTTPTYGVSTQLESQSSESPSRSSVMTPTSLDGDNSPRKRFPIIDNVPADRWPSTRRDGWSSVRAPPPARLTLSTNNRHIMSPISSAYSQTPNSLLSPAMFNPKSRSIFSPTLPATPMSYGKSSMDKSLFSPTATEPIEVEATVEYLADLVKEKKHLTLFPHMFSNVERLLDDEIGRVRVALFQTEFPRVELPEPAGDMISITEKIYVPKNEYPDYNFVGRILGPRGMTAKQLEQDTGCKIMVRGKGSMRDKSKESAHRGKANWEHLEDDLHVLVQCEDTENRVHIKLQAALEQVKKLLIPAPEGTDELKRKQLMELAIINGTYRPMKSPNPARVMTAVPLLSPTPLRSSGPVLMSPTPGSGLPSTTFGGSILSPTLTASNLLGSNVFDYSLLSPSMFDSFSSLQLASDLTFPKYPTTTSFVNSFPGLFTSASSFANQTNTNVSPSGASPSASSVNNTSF
MCL1-BIM inh – inhibitors of MCL1 binding to BIM-BH3, primary screen, biochemical, fluorescence polarization. 0.68% of 320,000 active. AID 2057, 2009. GST-MCL1 / FITC-Bim-BH3 fluorescence polarization. Induced myeloid leukemia cell differentiation protein Mcl-1 (Homo sapiens), Q07820. inhibition, % at 10.9 µM;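 active means inhibition above the mean inhibition of all tested compounds plus 3 SD, set per campaign, cut at about 40% in these data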;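 further: 0% = DMSO wells and 100% = unlabeled Bim-BH3 peptide control; higher means more loss of mP so more displacement of Bim peptide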
PME-1 inh – PME-1 inhibitors via competitive probe labeling, primary screen, biochemical, fluorescence polarization, FP-Rh probe, HTS. Protein phosphatase methylesterase 1 (Homo sapiens), Q9Y570. recombinant PME-1. 0.53% of 320,000 active. inhibition, % at 5.9 µM;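 active means inhibition above the campaign mean of all compounds plus 3 SD, cut at about 26% in these data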;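 further: competitive labeling of PME-1 active site by serine hydrolase directed probe; 0% = PME-1 with DMSO and 100% = wells lacking PME-1 enzyme; inhibitors block probe labeling so polarization falls and inhibition rises; many of its hits are not listed in these tables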
Target sequence (Q9Y570 whole entry, looked up): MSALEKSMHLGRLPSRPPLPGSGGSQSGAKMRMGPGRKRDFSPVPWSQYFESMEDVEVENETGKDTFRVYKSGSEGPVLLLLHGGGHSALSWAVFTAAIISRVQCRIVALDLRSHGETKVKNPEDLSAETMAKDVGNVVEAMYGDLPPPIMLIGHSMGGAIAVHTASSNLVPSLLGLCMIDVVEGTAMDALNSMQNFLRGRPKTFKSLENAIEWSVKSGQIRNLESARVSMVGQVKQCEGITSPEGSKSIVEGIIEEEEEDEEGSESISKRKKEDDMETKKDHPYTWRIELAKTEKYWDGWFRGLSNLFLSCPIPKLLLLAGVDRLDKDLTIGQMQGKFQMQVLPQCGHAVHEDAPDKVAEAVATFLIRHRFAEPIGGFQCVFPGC
GSTO1 counter – inhibitors of recombinant GSTO1, primary screen, counter-screen for RBBP9 inhibitor project, biochemical, fluorescence polarization; activity-based probe fluorescence polarization; 1.1% of 300,000 active; AID 1974, 2009; inhibition, % at 5.96 µM;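 active means inhibition above the campaign mean inhibition plus 3 SD, cut at about 35% in these data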;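 further: 0% = GSTO1-1 with DMSO and 100% = wells lacking GSTO1-1 enzyme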
MEX-5 binding – MEX-5 zinc finger RNA-binding disruptors – biochemical, C. elegans, fluorescence polarization, MLPCN library, primary screen; Zinc finger protein mex-5 (Caenorhabditis elegans), Q9XUB2; MEX-5/FITC-TCR2 RNA binding; active compounds read low; activity score (negative = inhibition of binding), % at 10 µM; 0.38% of 300,000 active; AID 1832, 2009;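 active means inhibition past about -25% in most replicates, and total fluorescence under double the plate's negative control median, limit read from the data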;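 further: 0% = DMSO and -100% = 5 µM competing unlabeled TCR2 RNA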
PAD4 FP inh – human PAD4 inhibitors, primary screen, biochemical, fluorescence polarization, 1536-well format; recombinant PAD4, RCA probe fluorescence polarization; Protein-arginine deiminase type-4 (Homo sapiens), Q9UM07; inhibition, % at 6.36 µM; 0.41% of 330,000 active;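 active means percent inhibition above a cutoff equal to the mean of all tested compounds plus 3 SD, cut at about 15% in these data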;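 further: 0% = PAD4 with RCA probe and DMSO and 100% = probe without PAD4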
* marks the source's active call; other numbers are inactive results; / = not tested or not shown. Only part of the results is shown; rates above refer to the full screens.

SMILES | TPT1 inhibitor | Bcl-xL primary | Fam108B counter | GLD-1 RNA inh | MCL1-BIM inh | PME-1 inh | GSTO1 counter | MEX-5 binding | PAD4 FP inh
CCn1c(SCC(=O)N2CCN(c3ccc(Cl)cc3)CC2)nc2ccccc2c1=O | 0 | -8 | 2 | -1 | -12 | 4 | 7 | -0.6 | -4
CC(NC(=S)Nc1cccc(F)c1)C(c1cccs1)N1CCOCC1 (configuration not stated) | 2 | 5 | -1 | -4 | 6 | -2 | -13 | / | -4
COc1ccc(C(C[N+](=O)[O-])c2c(C)[nH]n(-c3ccccc3)c2=O)cc1 (configuration not stated) | 1 | 2 | -2 | -2 | 8 | -2 | 82* | 1.3 | 17*
COc1ccc(/C=C/C(=O)NC(=S)NCc2ccccc2)cc1OC | -3 | 0 | -4 | 2 | 2 | -1 | -9 | 1.3 | -5
O=C(C1=C[C@@H](c2ccc(C(F)(F)F)cc2)C[C@@H](OCCCCO)O1)N1CCN(Cc2ccc3c(c2)OCO3)CC1 | -5 | 6 | 5 | -5 | 9 | 3 | 14 | 4.0 | 3
CCOC(=O)N1CCC(NC(=O)c2cc3cc4cc(OC)ccc4nc3o2)CC1 | 0 | 4 | 2 | 4 | 5 | -6 | -1 | 2.8 | 1
COc1ccc(/C=C/CN2CCCC(C(=O)c3ccc(OC)c(F)c3)C2)cc1 (configuration not stated) | 2 | 0 | 1 | 0 | 0 | -3 | 6 | 4.2 | 0
Cc1cccc(OCCC(=O)NNC(=O)c2ccoc2C)c1 | / | 2 | / | -8 | 1 | 0 | / | / | 0
CCOC(=O)C1CCN(C(=O)c2ccc(Cl)c(S(=O)(=O)N3CCCC3)c2)CC1 | -3 | 3 | -3 | -5 | 1 | 2 | 1 | -0.1 | 2
c1ccc(-c2cc3ccccc3[nH]2)cc1 | 3 | 3 | 3 | 4 | -13 | 5 | 3 | -3.7 | 1
COc1cc(CNCc2cccc(OC)c2OC)cc(OC)c1 | 3 | 0 | 2 | -10 | -1 | -2 | -6 | 2.6 | -2
CN(C)CCNC(=O)NC1CCCCC1 | 0 | 4 | -8 | -2 | -7 | -8 | 4 | 1.7 | 1
CCOC(=O)c1sc(NC(=O)CSc2nc(C)cc(C)n2)c(C#N)c1C | 3 | 3 | 0 | 5 | 5 | -7 | -3 | -2.1 | -2
CCN(CC(=O)NCc1cccs1)C(=O)CCC(=O)c1ccc(C)cc1 | 2 | -1 | 0 | -2 | -5 | 2 | 3 | -1.6 | 2
COc1ccccc1C(=O)Oc1ccc(N2C(=O)CCC2=O)cc1 | 2 | -4 | -4 | -8 | -6 | -2 | -1 | 0.9 | -11
Cc1ccc(NC(=O)COc2cccc(Oc3ccccc3)c2)cc1S(=O)(=O)N1CCOCC1 | / | 1 | / | 5 | 0 | -24 | / | / | 4
CCCCN(Cc1ccccc1)S(=O)(=O)c1c(N)n(C)c(=O)n(C)c1=O | 0 | 0 | 5 | 11 | 7 | 4 | 1 | 1.3 | 0
CNC(=S)N1N=C(c2ccc(Br)cc2)CC1c1ccc(OC)cc1 (configuration not stated) | 2 | -4 | -4 | 2 | -11 | -2 | -5 | 0.8 | -2
COc1ccc(S(=O)(=O)N2CCCCC2)cc1NC(=O)c1cncc(Br)c1 | / | 0 | / | 6 | -6 | 11 | / | / | -2
COC(=O)C1=C(C)N(CCCC(=O)O)C(=O)NC1c1cccs1 (configuration not stated) | 1 | 5 | 2 | -3 | 9 | -2 | 1 | 1.3 | -1
N#C/C(=C\c1cc(Cl)c(OCc2ccc(Cl)cc2)c(Cl)c1)C(N)=O | 1 | 2 | -4 | 4 | 4 | -4 | 1 | 2.1 | 2
COc1ccc(CCNC(=O)CSc2n[nH]c(N)n2)cc1OC | -1 | 3 | 1 | 3 | -5 | -1 | 0 | -2.0 | 0
O=C(CSc1ccc2nnc(-c3ccccn3)n2n1)NCC1CCCO1 (configuration not stated) | -3 | 7 | 4 | -1 | 3 | 7 | 11 | 1.1 | 2
NC(=O)C(c1ccc(Cl)cc1Cl)c1ncc(C(F)(F)F)cc1Cl (configuration not stated) | 2 | -7 | -2 | -4 | -13 | -4 | 6 | 0.3 | 2
Cc1ccc(/C=C/C(=O)Nc2ccccc2C(N)=O)cc1 | -2 | 1 | -1 | 2 | -2 | -125 | -4 | -0.8 | -1
O=C(O)c1ccc(CSc2nnc(-c3ccccc3)n2-c2ccccc2)cc1 | -1 | 0 | -1 | -4 | 0 | -1 | 2 | 2.1 | 4
Cc1nn(-c2ccc(F)cc2)c(Cl)c1C(=O)N(C)CC(=O)Nc1cccc(F)c1 | 0 | 3 | 0 | 3 | 1 | 3 | 11 | -2.0 | 8
CCC(CC)NC(=O)C1CC(=O)N(CCc2ccc(F)cc2)C1 (configuration not stated) | -1 | 2 | 0 | -17 | 7 | 0 | -6 | -1.2 | -1
Cc1ccc(C(=O)c2c[nH]c(C(=O)NCCCN3CCOCC3)c2)cc1 | -1 | -7 | -6 | -6 | -12 | -8 | 3 | 1.0 | -7
O=C(COc1ccccc1Cl)NCCNC(=O)c1ccccn1 | 2 | 7 | -2 | 9 | 1 | -6 | -2 | 0.0 | 0
Cc1ccc(NC(=O)CS(=O)CC(=O)Nc2cnc3ccccc3c2)cc1Cl (configuration not stated) | -1 | -2 | -5 | 6 | 0 | -10 | -2 | -2.7 | -2
O=C(CCCOc1ccc(Cl)cc1Cl)Nc1ncccn1 | -4 | 6 | -2 | -6 | 2 | 3 | -2 | -0.8 | -3
CCC(C)C(NC(=O)c1ccccc1NC(=O)c1ccc(OC)cc1)C(=O)NCCCn1ccnc1 (configuration not stated) | -1 | 1 | -7 | 1 | 0 | -1 | 0 | -0.5 | -4
COC(=O)[C@H](C)NC(=O)NCc1ccccc1F | 4 | 2 | 3 | -5 | -4 | 0 | 6 | 1.4 | -4
COc1ccc(CN2CCNC(=O)C2CC(=O)NCCCC2CCCC2)c(F)c1 (configuration not stated) | -3 | 3 | 4 | -5 | 4 | 0 | 0 | 3.3 | 3
COc1ccccc1NC(=O)CSc1nnc(-c2ccoc2C)o1 | / | 3 | / | 3 | 4 | 6 | / | / | 1
COC(=O)C(Cc1c[nH]c2ccccc12)NC(=O)c1cccs1 (configuration not stated) | -1 | 1 | -1 | -2 | 0 | 5 | 18 | 0.2 | 9
COc1ccc(N2CCN(C(=S)Nc3ccccc3)CC2)cc1 | 2 | 4 | -5 | -2 | 14 | -1 | 1 | -0.2 | 2
CC(CNC(=O)c1ccco1)NC(=O)c1ccco1 (configuration not stated) | 1 | 2 | 1 | 3 | 4 | -2 | 6 | -0.8 | -5
COc1cc(Cl)c(S(=O)(=O)NCc2ccccn2)cc1Cl | -3 | 7 | 5 | -5 | 12 | -1 | 4 | 0.3 | -2
Cc1cc(C)c(C(CC(=O)c2cccs2)C(C#N)C#N)c(C)c1 (configuration not stated) | 1 | 3 | 2 | -1 | 3 | -1 | -6 | -0.6 | 7
COc1cc(C2NC(=O)N(C)C(C)=C2C(=O)OCc2ccccc2)cc(Br)c1O (configuration not stated) | -1 | 6 | 5 | 2 | 2 | 2 | 2 | 2.6 | -1
COc1cc(NC(=S)NCCCN2CCOCC2)cc(OC)c1OC | -3 | 0 | -1 | -6 | 14 | 2 | -3 | 0.5 | -1
COc1ccc(/C=C/C(=O)c2c(O)ccc3c(C)cc(=O)oc23)cc1 | -1 | 4 | 1 | 7 | 8 | 1 | -1 | 1.6 | 1
OC(c1cc(-c2ccc(C(F)(F)F)cc2)nc(C(F)(F)F)c1)C1CCCCN1 (configuration not stated) | 4 | 1 | 3 | -4 | 3 | 2 | 2 | -1.3 | -1
CCOc1ncccc1C(=O)OCc1ccc(C(=O)OC)cc1 | -2 | 5 | -5 | 6 | -1 | -5 | 10 | 0.6 | -3
NC(=O)C1CCN(C(=O)CC(c2ccccc2)c2ccccc2)CC1 | 2 | 0 | 2 | 2 | -3 | -1 | -1 | 2.9 | 1
O=C(Nc1ccccc1)c1ccc(-c2ccccc2)s1 | -1 | 2 | 4 | -6 | 3 | -4 | 4 | -0.5 | -2
COC(=O)c1c(NC(=O)CSc2nncs2)sc2c1CCCCC2 | -1 | 0 | 2 | 4 | 3 | 15 | 6 | -0.1 | 1
O=C(NCCn1cccc1)c1cccc2ccccc12 | -6 | 0 | -2 | -2 | -8 | 0 | 5 | -2.0 | -3

A draw from above in order of SMILES length, rising:
SMILES | TPT1 inhibitor | Bcl-xL primary | Fam108B counter | GLD-1 RNA inh | MCL1-BIM inh | PME-1 inh | GSTO1 counter | MEX-5 binding | PAD4 FP inh
COc1cc(CNCc2cccc(OC)c2OC)cc(OC)c1 | 3 | 0 | 2 | -10 | -1 | -2 | -6 | 2.6 | -2
CCC(CC)NC(=O)C1CC(=O)N(CCc2ccc(F)cc2)C1 (configuration not stated) | -1 | 2 | 0 | -17 | 7 | 0 | -6 | -1.2 | -1
Cc1nn(-c2ccc(F)cc2)c(Cl)c1C(=O)N(C)CC(=O)Nc1cccc(F)c1 | 0 | 3 | 0 | 3 | 1 | 3 | 11 | -2.0 | 8

Later entries.
SMILES | TPT1 inhibitor | Bcl-xL primary | Fam108B counter | GLD-1 RNA inh | MCL1-BIM inh | PME-1 inh | GSTO1 counter | MEX-5 binding | PAD4 FP inh
O=C(NCCN1CCN(c2ccccc2)CC1)Nc1ccc(Cl)cc1 | -3 | 2 | 1 | 9 | -3 | -2 | 13 | 1.3 | -1
CS(=O)(=O)NCCCCNc1ccc(C(F)(F)F)cc1[N+](=O)[O-] | -1 | 4 | 9 | -3 | 7 | 3 | 10 | 1.1 | -2
O=C(Nc1cccnc1)c1cc(-c2ccccc2O)on1 | 2 | 3 | -1 | -4 | 9 | -23 | 3 | 0.7 | -1
Cc1[nH]n(-c2ccccc2)c(=O)c1C(C[N+](=O)[O-])c1ccc(Cl)cc1 (configuration not stated) | -3 | 4 | 0 | -4 | 18 | -2 | 61* | 0.4 | -1
Cc1ccccc1NC(=O)NC(C)(C)CC(C)(C)C | -2 | 1 | 2 | -2 | 1 | 0 | -8 | 1.5 | -9
CCOC(=O)COn1c(=O)c(-c2ccc(C)cc2)[n+]([O-])c2ccccc21 | -2 | 1 | -1 | 4 | -1 | -6 | 9 | -0.9 | -2
C/C(=C\c1ccco1)C1C(C#N)=C(N)Oc2n[nH]c(-c3ccccc3)c21 (configuration not stated) | 0 | 8 | -3 | 1 | 2 | 1 | 11 | 1.4 | 0
CC(=O)c1ccc(S(=O)(=O)NCC(=O)N2CCN(C/C=C/c3ccccc3)CC2)cc1 | / | 9 | / | -2 | 7 | -3 | / | / | 1
CC(COS(N)(=O)=O)Cc1ccc(C(F)(F)F)cc1 (configuration not stated) | 0 | -2 | 1 | 0 | 2 | 5 | 2 | -1.0 | 4
CC(OC(=O)CNC(=O)c1ccc(Cl)c([N+](=O)[O-])c1)C(=O)NCc1ccco1 (configuration not stated) | -1 | 3 | -1 | -1 | 6 | 1 | 8 | 0.4 | -3
